HepG2 viability: qHTS for Inhibitors of TGF-b: Cytotox Counterscreen; HepG2 CAGA-GFP viability, ATP luminescence, 18 h; Potency, µM (doses to about 46.1 µM), without a hit: top-dose activity change, negative = cytotoxicity, hits mostly cytotoxic; 0.76% of 410,000 active; also: some results filed as inactive show a strong effect at the top dose
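CellTiter-Glo luminescence gave cytotoxicity after 18 hours at 37 degrees C. The cells were HepG2 CAGA-GFP in 1% FBS DMEM, stimulated with 500 pg/mL TGF-beta after compound addition. %Activity was normalised to no-cell wells (complete cell-killing) and DMSO (no toxicity), and curves were fitted and classified.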
A549 tox: Nrf2 qHTS screen for inhibitors: counterscreen for cytotoxicity | A549 ARE-Fluc cells, CellTiter-Fluor viability, 18-24 h | Potency, µM (doses to about 46 µM), without a hit: at the highest dose activity change, negative = cytotoxicity, hits mostly inhibitors | 0.16% of 390,000 active; also: % is scaled to controls: 0 for no effect and ±100 for the full control effect
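A549 ARE-Fluc cells in 5% FBS OPTI-MEM, 5000 cells/well, rested 2 h then exposed to compounds in concentration-response for 18-24 h at 37 °C. Viability by CellTiter-Fluor fluorescence (Ex 405/Em 525) after 30 min; luciferase luminescence (BugLite, 15 min, RT) read afterwards.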
MCF10A rerep: A quantitative high throughput screen for small molecules that induce DNA re-replication in MCF 10a normal breast cells. MCF 10A DNA re-replication, Hoechst nuclear intensity, 48 h. Potency, µM (series often up to 46.1 µM), without a hit: at the top dose activity, positive = re-replication, hits mostly activators. 2.9% of 350,000 active. AID 624296, 2012; also: % of control where 0% means no effect; nearly all actives have a fitted effect of over 50% in size
EPAC2 antagonist: qHTS for Antagonist of cAMP-regulated guanine nucleotide exchange factor 2 (EPAC2): primary screen; Rap guanine nucleotide exchange factor 4 (Homo sapiens), Q8WZA2; EPAC2 GEF exchange of Rap1B-BODIPY-GDP, fluorescence; Potency, µM (doses to about 114 µM), inactives show at the top dose activity, negative = inhibition, hits mostly inhibitors; 0.18% of 360,000 active; AID 720708, 2013; also: % is scaled to controls: 0 for no effect and ±100 for the full control effect; nearly all actives have a fitted effect of over 45% in size; many of its hits are not listed in these tables
Target sequence (Q8WZA2 whole entry, looked up): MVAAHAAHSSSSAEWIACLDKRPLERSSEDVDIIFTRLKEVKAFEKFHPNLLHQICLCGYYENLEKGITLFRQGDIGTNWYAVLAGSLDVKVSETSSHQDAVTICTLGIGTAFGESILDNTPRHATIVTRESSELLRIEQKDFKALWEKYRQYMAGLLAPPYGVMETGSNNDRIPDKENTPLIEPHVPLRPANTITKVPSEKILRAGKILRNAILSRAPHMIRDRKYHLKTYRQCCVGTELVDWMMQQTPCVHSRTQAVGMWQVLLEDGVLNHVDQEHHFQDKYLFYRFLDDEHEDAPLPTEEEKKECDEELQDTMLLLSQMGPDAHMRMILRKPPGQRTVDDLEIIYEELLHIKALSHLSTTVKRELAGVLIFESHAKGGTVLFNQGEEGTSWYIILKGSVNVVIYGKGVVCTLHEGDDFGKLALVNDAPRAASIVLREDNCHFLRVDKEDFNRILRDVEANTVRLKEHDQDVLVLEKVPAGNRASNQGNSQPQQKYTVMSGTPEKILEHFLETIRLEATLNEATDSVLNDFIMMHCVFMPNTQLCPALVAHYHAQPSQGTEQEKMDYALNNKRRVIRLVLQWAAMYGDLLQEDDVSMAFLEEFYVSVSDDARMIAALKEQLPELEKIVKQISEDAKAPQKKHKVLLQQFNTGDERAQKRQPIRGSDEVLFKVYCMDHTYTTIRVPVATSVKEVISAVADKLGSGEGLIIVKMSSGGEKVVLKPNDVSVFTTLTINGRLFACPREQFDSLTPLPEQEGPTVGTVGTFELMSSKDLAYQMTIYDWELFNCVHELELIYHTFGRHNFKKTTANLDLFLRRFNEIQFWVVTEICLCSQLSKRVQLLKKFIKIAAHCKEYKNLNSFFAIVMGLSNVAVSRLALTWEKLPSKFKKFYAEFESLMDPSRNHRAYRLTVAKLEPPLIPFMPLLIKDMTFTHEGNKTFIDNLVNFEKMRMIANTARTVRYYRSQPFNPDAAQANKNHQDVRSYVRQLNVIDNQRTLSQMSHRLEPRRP
Nrf2 inh: Nrf2 qHTS screen for inhibitors; A549 ARE-Fluc reporter, luciferase luminescence, 18-24 h; Potency, µM (top dose mostly 46 µM), for inactives: at the highest dose activity change, negative = inhibition, most hits filed as inhibitors; 2.1% of 360,000 active; also: % is scaled to controls: 0 for no effect and ±100 for the full control effect; nearly all actives have a fitted effect of over 60% in size
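Concentration-response testing used A549 ARE_Fluc cells at 5000 cells/well. Following an 18-24 h compound incubation, viability was read by fluorescence (Ex 405/Em 525) and luciferase output by luminescence.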
Nrf2 ARE act: qHTS of Nrf2 Activators | AREc32 ARE-luciferase reporter (MCF7-derived line), luminescence, 24 h | 0.31% of 410,000 active | AID 624171, 2012 | Potency, µM (highest dose often 46.1 µM), inactives show top-dose activation, actives largely listed as activators; also: % of control where 0% means no effect; nearly all actives have a fitted effect of over 65% in size
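Quantitative high-throughput format: AREc32 reporter cells, 1000 per well, received compound by pin transfer and were incubated 24 hr at 37 deg C, 5% CO2, before Steady-Glo luminescence detection.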
TGFb inhibitor: qHTS for Inhibitors of TGF-b; HepG2 CAGA-GFP TGF-b/SMAD3 reporter, GFP fluorescence, 18 h; TGF-beta stimulated, 500 pg/mL final; Potency, µM (titrated, usually from 46.1 µM), inactives show top-dose activity, negative = inhibition, actives largely listed as inhibitors; 1.2% of 410,000 active; AID 588855, 2011; also: % is scaled to controls: 0 for no effect and ±100 for the full control effect; nearly all actives have a fitted effect of over 65% in size
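Smad-responsive CAGA-GFP expression was quantified in HEPG2 cells exposed to compounds and 500 pg/mL final TGF-beta for 18 h at 37 degrees C; unstimulated wells defined full inhibition.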
ATXN2 expr inh: Primary qHTS for Inhibitors of ATXN expression | AID 1745845, 2022 | Potency, µM (titrated, usually from 57 µM), for inactives: top-dose activity change, negative = inhibition, actives largely listed as inhibitors | HEK-293 ATXN2-luciferase reporter, luminescence, 24 h | 0.72% of 360,000 active; also: % is scaled to controls: 0 for no effect and ±100 for the full control effect; nearly all actives have a fitted effect of over 55% in size
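ATXN2-luciferase reporter cells (luciferase flanked by upstream and downstream ATXN2 gene portions) were treated 24 h at 37 °C with compounds at up to 57 uM. SteadyGlo luminescence gave expression; GF-AFC fluorescence gave viability.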
S2 tox: Viability Counterscreen for Primary qHTS for Inhibitors of ATXN expression; S2 cells (HEK-293 line with an ATXN2-luciferase reporter) viability, CellTiter-Fluor protease fluorescence, 24 h; Potency, µM (titrated, usually from 56.7 µM), most hits filed as cytotoxic; 0.49% of 400,000 active; also: nearly all actives have a fitted effect of over 40% in size
* = called active by the depositor; i = inactive; u = inconclusive; x = no result given; & = joins results of further samples; [ ] = another dose, or the depositor's remark. Calls follow the shape of the dose curve; as a rule, active = well fitted curve in the direction sought with a large enough effect; inconclusive = small, poorly fitted or top-dose-only effect, or another doubt; inactive = no such curve, though single readings can be large; an effect the other way counts as inactive or inconclusive. Potency is read from the fitted curve at half-maximal effect. An excerpt; rates above refer to the full screens.

Below each SMILES: HepG2 viability, A549 tox, MCF10A rerep, EPAC2 antagonist, Nrf2 inh, Nrf2 ARE act, TGFb inhibitor, ATXN2 expr inh, S2 tox
(1) CN(CC(=O)O)S(=O)(=O)/C=C/c1ccccc1
 : -5%, 1%, 25%, 18%, u, -0.1%, 8%, 4%, i
(2) CC(C)CCNC(=O)c1ccc2c(c1)NC(=O)C(CS(=O)(=O)Cc1ccc(F)cc1)N2 (configuration not stated)
 : -28%, -3%, x, x, 25%, -1.0%, u, x, x
(3) Cc1cc2nc(N3CCN(C(=O)c4cccs4)CC3)sc2cc1C
 : 0%, 2%, -7%, -7%, u, 2.8%, -5%, 4%, i
(4) CCCCCC(=O)NNC(=O)Cc1ccc([N+](=O)[O-])cc1
 : 5%, -2%, -3%, 5%, -2%, 0.0%, 4%, -9%[11.3 µM], i
(5) CCC(C)Nc1nc(OCC(F)(F)F)nc(OCC(F)(F)F)n1 (configuration not stated)
 : -39%, -6%, -9%, -12%, 9%, -0.4%, 0%, 3%, i
(6) CCCCCC1CC(/C(C)=N/NC(N)=O)OC1=O (configuration not stated)
 : 7%, -2%, -4%, 5%, -1%, -0.5%, 0%, 5%, u
(7) Cc1ccc2c(c1)cc(CN(Cc1ccco1)C(=O)COc1ccccc1)c1nnnn12
 : -7%, -10%, 7%, 2%, u, 3.7%, -9%, -19%, i
(8) Brc1ccc(-c2cnc(-c3cccs3)o2)cc1
 : -24%, 9%, 9%, 2%, u, u, -9%, 48%[activator], i
(9) COc1cc(Cl)ccc1OCc1cc(C(=O)N2CCCC(OC)C2)no1 (configuration not stated)
 : -2%, -1%, 0%, 7%, u, 3.8%, 2%, 82%[activator], i
(10) COc1cc2ccc(C=O)cc2cc1OC
 : -23%, x, x, -3%, x, -1.1%, -13%, x, i
(11) CCc1cc(-c2nnc(SCC(=O)NC3CC3)n2C)cs1
 : 6%, 1%, -14%, 3%, 5%, -0.4%, 2%, 25%, i
(12) COc1ccc(NS(=O)(=O)c2cccc(C(=O)NCCCn3ccnc3)c2)cc1
 : -9%, -4%, 7%, -5%, -12%, 1.8%, 0%, 10%, i
(13) CCCOc1ccc(/C=N\NC(=O)CCc2n[nH]c(=O)[nH]c2=O)cc1OC
 : 7%, -13%, -14%, 15%, -5%, 0.4%, 2%, 8%, i
(14) COc1cc(OC)c2ccc(=O)oc2c1C(CCN1CCCCC1)c1ccc(N(C)C)cc1 (configuration not stated)
 : -30%&-15%, u, 18%, 0%, -9%&10%, 0.2%, u, 6%, u
(15) COc1ccc(-c2onc(C)c2C)cc1S(=O)(=O)NCCc1ccco1
 : -2%, 1%, 1%, -9%, u, 9.8%, -24%, -7%, i
(16) CCc1ccc(NC2=NCC(c3ccccc3)S2)cc1 (configuration not stated)
 : -61%, 0%, 2%, 0%, u, 14%, u, 32%, u
(17) COc1ccc(C(C(=O)NC2CCCCC2)N(C(=O)c2snc(C(N)=O)c2N)c2ccc(OC)cc2OC)cc1 (configuration not stated)
 : -5%, 2%, u, 1%, -4%, 3.1%, 1%, -16%, i
(18) COc1ccc(-c2cc(C(=O)Nc3ccc(C)cc3)no2)cc1
 : 3%, -15%[1.84 µM], -1%, 8%, 20%, -0.1%, 4%, 2%, i
(19) CCCc1cc(=O)oc2c(CNc3ccc(OCC)cc3)c(O)ccc12
 : -11%, 0%, u, -1%, -10%, 0.3%, -9%, 8%, i
(20) CCn1c(SCC(=O)NCCOC)nc2sc3c(c2c1=O)CCCC3
 : 4%, -9%, 3%, -2%, 1%, -0.2%, -8%, -4%, i

Numbers 1–9, quoted:
Below each SMILES: HepG2 viability, A549 tox, MCF10A rerep, EPAC2 antagonist, Nrf2 inh, Nrf2 ARE act, TGFb inhibitor, ATXN2 expr inh, S2 tox
(1) CN(CC(=O)O)S(=O)(=O)/C=C/c1ccccc1
 : -5%, 1%, 25%, 18%, u, -0.1%, 8%, 4%, i
(2) CC(C)CCNC(=O)c1ccc2c(c1)NC(=O)C(CS(=O)(=O)Cc1ccc(F)cc1)N2 (configuration not stated)
 : -28%, -3%, x, x, 25%, -1.0%, u, x, x
(3) Cc1cc2nc(N3CCN(C(=O)c4cccs4)CC3)sc2cc1C
 : 0%, 2%, -7%, -7%, u, 2.8%, -5%, 4%, i
(4) CCCCCC(=O)NNC(=O)Cc1ccc([N+](=O)[O-])cc1
 : 5%, -2%, -3%, 5%, -2%, 0.0%, 4%, -9%[11.3 µM], i
(5) CCC(C)Nc1nc(OCC(F)(F)F)nc(OCC(F)(F)F)n1 (configuration not stated)
 : -39%, -6%, -9%, -12%, 9%, -0.4%, 0%, 3%, i
(6) CCCCCC1CC(/C(C)=N/NC(N)=O)OC1=O (configuration not stated)
 : 7%, -2%, -4%, 5%, -1%, -0.5%, 0%, 5%, u
(7) Cc1ccc2c(c1)cc(CN(Cc1ccco1)C(=O)COc1ccccc1)c1nnnn12
 : -7%, -10%, 7%, 2%, u, 3.7%, -9%, -19%, i
(8) Brc1ccc(-c2cnc(-c3cccs3)o2)cc1
 : -24%, 9%, 9%, 2%, u, u, -9%, 48%[activator], i
(9) COc1cc(Cl)ccc1OCc1cc(C(=O)N2CCCC(OC)C2)no1 (configuration not stated)
 : -2%, -1%, 0%, 7%, u, 3.8%, 2%, 82%[activator], i

Later entries.
Below each SMILES: HepG2 viability, A549 tox, MCF10A rerep, EPAC2 antagonist, Nrf2 inh, Nrf2 ARE act, TGFb inhibitor, ATXN2 expr inh, S2 tox
(21) COc1cc(OC)cc(C(=O)Nc2nc3ccc(S(C)(=O)=O)cc3s2)c1
 : -25%, -4%, 4%, -5%, 5%, 0.3%, -2%, -6%, i
(22) O=C(Nc1ccc(Cl)c(Cl)c1)Nc1ccc(N2CCCC2)c(S(=O)(=O)Nc2ccccc2Cl)c1
 : -26%, u, u, 12%, 13µM*, 0.5%, 3.2µM*, u, u
(23) COc1ccc(-c2nc(N)n(C(=O)c3ccccc3)n2)cc1
 : 0%, 2%, -48%[inhibitor], 7%, 2%, 3.5%, 0%, 7%, u
(24) CCOc1ccc(NC(=O)CN2CCCC2c2cccs2)cc1S(=O)(=O)N1CCCC1 (configuration not stated)
 : -2%, -4%, u, -8%, -14%, 0.1%, -2%, 1%, i
(25) S=c1[nH]nc(-c2cc(-c3ccccc3)n[nH]2)n1/N=C/c1cccs1
 : -16%, 2%, 21%, 1%, u, 4.0%, -13%, -20%, i
(26) CC(C)(C)n1nc(Cc2cccc3ccccc23)c2c(N)ncnc21
 : -19%, -22%, u, u, u, -0.4%, 14µM*, -1%, u
(27) Cn1c(=O)c2c(nc(Br)n2C)n(C)c1=O
 : 0%, -5%, 1%, -3%, x, 0.1%, -19%, 1%, i
(28) CCOC(=O)c1c(NC(=O)c2ccc(S(=O)(=O)N(C)CC3CCCO3)cc2)sc2c1CC(C)(C)NC2(C)C (configuration not stated)
 : 1%, 0%, -1%, -19%, 5%, -0.5%, 5%, -13%, i
(29) Cc1ccc(Nc2nc(N)c([N+](=O)[O-])c(N3CCCC(C)C3)n2)cc1C (configuration not stated)
 : 0%, -2%, 0%, -23%, u, -0.2%, 16%, -19%, u
(30) Cc1ccccc1OCC(O)CN1CCN(c2ccc(Cl)cc2)CC1 (configuration not stated)
 : -16%, -8%, 10%, -20%, u, 0.4%, -15%, x, i
(31) COCCCNC(=O)C1CC(=O)OC1c1ccc(OC)c(OC)c1 (configuration not stated)
 : 16%, -1%, -3%, 1%, -13%, -0.2%, 8%, -23%, i
(32) Cn1nc(-c2ccc(C(=O)Nc3cccnc3)cc2)c2ccccc2c1=O
 : 0%, -4%, 6%, 11%, u, 0.2%, 1%, 57%[activator], i
(33) CN(C)c1ccc(-c2cccc(C3CC=CC4C3C(=O)N(Cc3ccccc3)C4c3ccc4ccccc4c3)c2)cc1 (configuration not stated)
 : 8%&-2%, -5%&-1%, 0%, 2%, 3%&10%, 0.1%, -12%&-19%, 20%, i
(34) CCOC(=O)C1=C(Nc2ccccc2)CC(C)(O)C(C(=O)OCC)C1c1ccc(Cl)cc1 (configuration not stated)
 : 4%&-17%, 0%&-6%, u, 1%&-10%, u, 1.5%&2.3%, u, u, u
(35) Cc1nc(N)c(C#N)c(-c2cccnc2)c1C
 : 8%, 2%, u, 10%, 11%, 0.1%, 1%, 18%, i
(36) COc1ccc(N2CCN(CCCNC(=O)c3cc4sccc4n3C)CC2)cc1
 : -18%, u, u, -3%, u, 0.3%, 13%, -27%, i
(37) COc1ccc(S(=O)(=O)Nc2ccc3c(c2)CCCN3S(=O)(=O)c2ccc(C)cc2)cc1F
 : 1%, -23%, x, x, x, 0.8%, u, u, u
(38) Cc1cccc(NC(=O)COc2ccc(/C=N\n3cnnc3)cc2)c1
 : 9%, -1%, 1%, -6%, -15%, 0.3%, 0%, 1%, i
(39) COc1cc(NC(=O)C2CCCN(S(=O)(=O)c3cn(C)cn3)C2)cc(OC)c1 (configuration not stated)
 : 0%, 0%, x, x, x, 0.6%, -1%, x, x
(40) COc1ccc(NC(=O)C(c2ccccc2)N2Cc3ccccc3C2=O)cc1 (configuration not stated)
 : 6%, -2%, x, x, x, 0.5%, -2%, -2%, u
(41) CC1CC(C)CN(CCCNC(=O)CCC(=O)N2CCOc3ccccc32)C1 (configuration not stated)
 : 0%, 15%, -3%, -2%, 18%, 0.3%, -7%, -15%, i
(42) CCc1nc2ccc(C(=O)Nc3cccc(OCC(=O)N(C)C)c3)cn2c1N(CC)CCN(C)C
 : 0%, x, x, 5%, x, 0.5%, -11%, 1%, i
(43) O=C(CNC(=O)c1sc2ccccc2c1Cl)OCc1ccccc1
 : -1%, 0%, 0%, -3%, 22%, -0.5%, -20%, 11%, i
(44) CCOC(=O)Cc1csc(N/N=C/c2ccc(Cl)cc2)n1
 : -9%, 0%, 0%, 4%, -17%, 0.0%, -3%, u, i
(45) CC(C)CCNC(=O)C1CC(c2ccccc2C(F)(F)F)=NO1 (configuration not stated)
 : 5%, -5%, 0%, -18%, 1%, 3.9%, 2%, 16%, i

Bioassay records as filed in PubChem.
